Compound activity (PubChem)
BoNT-A LC inh2 – blocks Botulinum neurotoxin A light chain protease; inhibition, % at 10 µM; 0.17% of 360,000 active; multiplex microsphere protease substrate cleavage, flow cytometry; also: plate controls were buffer without enzyme for full effect and enzyme alone for no effect
Mtb UGM inh – Mtb UDP-galactopyranose mutase inhibition; P9WIQ1; 0.06% of 320,000 active; AID 504406; inhibition, % at 10 µM; purified UGM, fluorescence polarization probe displacement; in the data active = inhibition above about 10%, passing the limit was not always enough; inconclusive = no clear call, values can overlap the other calls
Target sequence (P9WIQ1 whole entry, looked up): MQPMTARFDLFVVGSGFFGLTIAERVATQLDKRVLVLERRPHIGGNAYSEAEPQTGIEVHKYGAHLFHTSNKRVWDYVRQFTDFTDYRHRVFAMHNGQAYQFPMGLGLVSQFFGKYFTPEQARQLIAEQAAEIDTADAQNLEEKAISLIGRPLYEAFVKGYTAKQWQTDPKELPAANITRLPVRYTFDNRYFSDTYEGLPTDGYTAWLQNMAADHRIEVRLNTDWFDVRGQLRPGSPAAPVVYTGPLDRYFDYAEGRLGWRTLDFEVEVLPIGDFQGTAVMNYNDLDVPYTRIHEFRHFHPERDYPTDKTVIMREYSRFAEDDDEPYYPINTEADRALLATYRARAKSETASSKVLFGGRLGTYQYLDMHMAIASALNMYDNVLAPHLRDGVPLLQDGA
BoNT-F LC inh – blocks Botulinum neurotoxin F light chain protease; Multiplex microsphere protease cleavage assay, flow cytometry; inhibition, % at 10 µM; 0.22% of 360,000 active; in the data active = inhibition above about 35%, passing the limit was not always enough; inconclusive = no clear call, values can overlap the other calls; also: plate controls were buffer without enzyme for full effect and enzyme alone for no effect
Anthrax LF prot – inhibitors of Bacillus anthracis lethal factor protease | P15917 | multiplex microsphere protease cleavage assay, LF | inhibition, % at 10 µM | 0.12% of 360,000 active | AID 588501; also: plate controls were buffer without enzyme for full effect and enzyme alone for no effect
BioA inh – blocks M. tuberculosis BioA enzyme activity | purified M. tuberculosis BioA enzyme, plate reader | inhibition, % at 9.99 µM | 0.096% of 360,000 active; in the data active = inhibition above about 40%; inconclusive = no clear call, values can overlap the other calls
GDH-TPI inh – counter-screen for M. tuberculosis FBA inhibitors: GDH-TPI coupled enzymes; inhibition, % at 4.8 µM; GDH-TPI coupled enzyme counterscreen, NADH absorbance; 1.2% of 360,000 active; in the data active = inhibition above about 30%;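 also: 0% = DMSO wells and 100% = wells lacking the enzyme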
PfHsp40 rescue – rescue of PfHsp40-mediated yeast toxicity. 0.68% of 340,000 active. growth rescue, % at 12.5 µM. S. cerevisiae expressing PfHsp40, growth rescue, ATP luminescence; in the data active = growth rescue above about 28%, passing the limit was not always enough; inconclusive = no clear call, values can overlap the other calls;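 also: yeast W303a lacking pdr1 and pdr3 grown in galactose medium; growth measured after three days at 30 °C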
FadD28 binding – M. tuberculosis FadD28 bisubstrate binding inhibition; FadD28 bisubstrate probe binding, fluorescence polarization; inhibition, % at 12.5 µM; 0.22% of 360,000 active; AID 588549; in the data active = inhibition above about 8.5%, passing the limit was not always enough; inconclusive = no clear call, values can overlap the other calls
Mtb FBA inh – inhibits M. tuberculosis FBA enzyme | purified M. tuberculosis FBA, fluorescence read-out | inhibition, % at 1 µM | 2.3% of 360,000 active; in the data active = inhibition above about 27%;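 also: 0% = vehicle and 100% = reference inhibitor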
Target sequence (P9WQA3 whole entry, looked up): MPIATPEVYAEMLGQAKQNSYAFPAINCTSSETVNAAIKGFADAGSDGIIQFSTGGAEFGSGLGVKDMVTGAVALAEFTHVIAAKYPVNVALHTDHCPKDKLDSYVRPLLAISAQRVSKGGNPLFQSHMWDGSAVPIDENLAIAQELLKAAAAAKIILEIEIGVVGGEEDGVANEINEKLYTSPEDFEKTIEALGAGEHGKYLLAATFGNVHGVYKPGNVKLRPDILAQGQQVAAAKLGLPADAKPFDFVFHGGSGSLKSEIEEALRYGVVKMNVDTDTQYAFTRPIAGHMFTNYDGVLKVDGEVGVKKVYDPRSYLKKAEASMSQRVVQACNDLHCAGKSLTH
* = called active by the depositor; ? = inconclusive; . = not tested or not shown. Rule as the data show it, unless noted: active = inhibition above about 30%; inconclusive = no clear call, values can overlap the other calls; inactive = below that.

SMILES | BoNT-A LC inh2 | Mtb UGM inh | BoNT-F LC inh | Anthrax LF prot | BioA inh | GDH-TPI inh | PfHsp40 rescue | FadD28 binding | Mtb FBA inh
CCCCn1c(N)c(N(CCC(C)C)C(=O)C2CC(=O)N(c3ccc4c(c3)OCCO4)C2)c(=O)[nH]c1=O (configuration not stated) | 0.4 | 0.0 | -10 | -2 | 0.0 | -2 | 0.1 | -1.4 | -1
Cc1[nH]c(C)c(S(=O)(=O)NCCc2ccc(S(N)(=O)=O)cc2)c1C(=O)N1CCCC1 | 1.0 | -0.3 | 1 | -1 | 0.5 | -13 | -0.6 | 1.2 | 4
Fc1cc2[nH]c(=S)[nH]c2cc1Cl | 1.1 | -3.2 | 4 | 3 | . | -6 | 1.3 | -1.5 | -6
NC(N)=Nc1nc2ccc(Cl)cc2c(=O)[nH]1 | -0.7 | 3.3 | -10 | 1 | . | 0 | -0.4 | -0.3 | 18
CN1C(=O)C(=Cc2ccc(Sc3ccccc3)o2)C(=O)N(C)C1=O | -0.5 | 0.3 | -4 | -3 | . | -7 | 0.5 | -2.5 | 3
COc1ccc(CNC(=S)N2CCN(Cc3ccccc3)CC2)cc1 | 0.5 | -1.1 | -6 | -2 | -0.6 | -8 | 1.5 | -1.2 | 4
O=C1CN=C(c2ccccc2)c2cc(Br)ccc2N1Cc1cc(=O)n2ccccc2n1 | -0.9 | -0.4 | -7 | -2 | . | 13 | -1.7 | -0.6 | 5
Cc1ccc(C(=O)N2CCCC(N3CCN(c4cccc(C(F)(F)F)c4)CC3)C2)s1 (configuration not stated) | -2.9 | 1.9 | -3 | -2 | 9.3 | 4 | 0.1 | -3.2 | -2
O=C(Nc1ccc(Cl)cc1)N1CCc2ccccc2C1 | -0.8 | 2.6 | -4 | -3 | . | -3 | 1.0 | -1.3 | 0
Cc1ccccc1NC(=O)CN1CCC(n2nnc3ccccc32)CC1 | 0.6 | 1.6 | -4 | 4 | . | 4 | -0.8 | -1.3 | -3
CC(=O)Nc1ccc(NC(=O)CSc2nc(=O)n(CCCN3CCOCC3)c3c2CCC3)cc1 | -0.4 | . | -11 | -3 | -0.8 | 15 | . | 0.9 | 2
CN=C(c1ccc([N+](=O)[O-])cc1)N1CCCCC1 | -0.4 | -5.3 | -5 | -9 | 0.7 | 3 | 1.3 | -1.5 | -6
CCCc1nc(SCC(=O)NCc2ccco2)c2c(=O)n(C)c(=O)n(C)c2n1 | -0.3 | 1.8 | -1 | -8 | 0.3 | 0 | -0.5 | -2.1 | -3
CCOC(=O)CN1CC23C=CC(O2)C(C(=O)NC2CCCCC2)C3C1=O (configuration not stated) | 0.1 | 1.7 | -2 | 0 | 0.9 | -2 | 0.1 | -3.4 | 2
Cc1ccc(OCC(=O)N/N=C\c2cccs2)c([N+](=O)[O-])c1 | -0.8 | -1.7 | 4 | -2 | -1.0 | 8 | 0.2 | -0.4 | 2
O=C(COC(=O)c1ccncc1)c1ccc(Cl)c(Cl)c1 | -0.3 | -2.1 | 0 | -7 | -1.3 | -2 | -0.6 | 0.6 | 7
CC(NS(=O)(=O)c1ccc(F)cc1)C(c1cccs1)N1CCOCC1 (configuration not stated) | 0.0 | -0.3 | -1 | -3 | -0.6 | 1 | 0.5 | -0.9 | 1
Nc1ccc(N2CCOCC2)cc1C(F)(F)F | 0.1 | 3.4 | -1 | -3 | . | 2 | -0.8 | -0.4 | 8
CCn1c(C)nc2cc(N)ccc21 | -1.3 | 4.6 | -12 | -8 | . | 1 | 0.6 | 0.1 | 5
NC(=O)C1=C[C@H](c2coc3ccccc3c2=O)C[C@H](OCCCCO)O1 | -0.4 | 0.4 | -1 | 4 | -3.2 | -11 | -0.5 | -5.2 | -1
O=C(NCCCN1CCCCC1)C1(S(=O)(=O)c2ccc(Cl)cc2)CC1 | -1.0 | 5.2 | -9 | -4 | -0.1 | 9 | -0.2 | -4.2 | -1
CCCCn1c(N)c(N(CC(C)C)C(=O)CCCc2nc3ccccc3s2)c(=O)[nH]c1=O | 6.1 | 2.1 | 13 | -4 | . | 3 | . | -0.3 | 2
O=C(COC(=O)c1cc(-c2ccco2)nc2ccccc12)NCc1ccccc1 | 3.9 | 2.6 | ? | 3 | -3.4 | 6 | 4.0 | -6.4 | 18
CCOc1cccc(C(=O)NC(=S)Nc2cccc(NC(=O)c3ccccc3Cl)c2)c1 | 0.2 | 1.3 | 2 | 0 | . | 4 | 2.2 | -3.3 | -5
Cc1ccc2nc(N3C(=O)CNC3=S)sc2c1 | . | 3.4 | . | . | -0.7 | 21 | 1.9 | -3.5 | -1
CC(=O)Nc1ccc(Nc2ccc([N+](=O)[O-])cn2)cc1 | -1.7 | -0.3 | 6 | -4 | 3.1 | 7 | -1.3 | -4.3 | -5
COc1cc(/C=N/OCC(=O)Nc2ccc(OC(F)F)cc2)ccc1OCc1ccccc1 | 0.7 | 2.2 | 5 | -10 | . | 8 | -0.7 | -4.1 | -1
CC(=O)Nc1ccc(C(=O)NCCN2CCOCC2)cc1 | -2.8 | -1.7 | 33 | -6 | 1.3 | -4 | -1.1 | -0.8 | -3
Cc1ccc(-c2nnc(Nc3ccc(O)cc3)c3ccccc23)cc1S(=O)(=O)NCCO | -0.9 | -1.7 | 14 | -8 | 21 | 15 | 0.7 | -1.0 | -1
O=C(NCCc1ccccc1)C(=O)NCc1ccncc1 | 0.0 | 1.0 | 2 | 1 | 0.5 | 2 | -1.6 | -2.2 | -1
CCOc1cc(C(=O)N2CCC3(CC2)NCCc2[nH]cnc23)cc(OCC)c1OCC | -2.1 | 2.4 | -2 | -2 | 0.6 | 15 | -0.2 | -1.4 | 6
CCOC(=O)c1ccc(NC(=O)CCS(=O)(=O)c2cccc3nonc23)cc1 | 0.6 | -0.9 | 2 | -1 | -0.8 | 5 | 0.6 | -3.4 | 2
Cc1cccc(NC(=O)CSCC(=O)Nc2cccc(S(=O)(=O)N3CCCCCC3)c2)c1 | . | 2.0 | . | . | . | 3 | 0.1 | -2.0 | -1
CC(C)(C)c1ccc(NC(=O)c2ccsc2)cc1 | -1.2 | -0.4 | -17 | -8 | 0.0 | 11 | . | -1.8 | 1
N#CCC(=O)N/N=C/c1cn(Cc2ccc(Cl)c(Cl)c2)c2ccccc12 | . | 2.5 | . | . | -1.6 | 5 | -1.4 | -3.0 | -3
COCCCNC(=O)[C@H](CSCc1ccccc1)N1Cc2ccccc2C1=O | -0.1 | -1.5 | -3 | 0 | . | 10 | -1.4 | -1.8 | -3
CN(CC(=O)Nc1ccccc1Br)C(=O)c1ccc2c(=O)n3c(nc2c1)CCC3 | 0.9 | 0.3 | 4 | 0 | 4.3 | -4 | -1.5 | -4.2 | -3
Cc1ccc(OCc2nnc(SCC(=O)C(C)(C)C)n2Cc2ccco2)cc1 | 1.3 | -0.3 | 4 | -1 | 3.1 | -2 | 0.6 | -1.0 | 3
COc1ccc(CCN(C)C(=O)COc2ccc(N(C)S(=O)(=O)c3ccc(C)cc3)cc2)cc1OC | 4.1 | 0.7 | -1 | 1 | 0.2 | 1 | -0.3 | -1.7 | -2
O=C(/C=C/c1ccc2ccccc2n1)N1CCN(S(=O)(=O)c2ccccc2F)CC1 | -0.7 | -1.4 | -3 | -4 | . | 7 | 2.6 | -4.7 | -2
COc1ccc(CCNC(=O)c2cc(S(=O)(=O)N3CCCCC3)ccc2Cl)cc1 | -1.6 | . | -3 | -8 | -1.4 | 1 | 1.2 | 1.0 | 3
COc1cc(C(=O)Nc2nc(N)n(-c3ccccc3)n2)cc(OC)c1OC | -0.3 | -2.6 | 9 | 2 | 0.0 | -4 | -0.5 | -2.7 | -2
COC(=O)C1=C(c2cccc(C#N)c2)C[C@@H]2CC[C@H]1N2C(=O)NC1CC1 | 0.1 | 1.9 | 0 | -4 | -1.7 | 4 | -1.1 | -1.5 | 1
CCCCNC(=O)C1(C)CCN1C(=O)c1ccncc1 (configuration not stated) | -0.7 | . | -5 | 0 | -1.5 | -3 | . | -1.8 | 4
NCCCC(=O)N1c2ccccc2Sc2ccc(Cl)cc21 | -1.0 | 2.6 | -26 | -12 | -1.0 | 2 | -0.5 | -3.0 | 3
CC(=O)Nc1ccc(N=NN2CCOCC2)cc1 | 0.2 | -1.3 | -9 | -8 | . | 10 | -0.7 | -0.4 | -2
O=C(O)C1CCN(Cc2cccnc2)CC1 | -0.5 | 1.2 | -3 | -3 | . | -1 | 0.3 | 0.1 | 0
C[N+](C)(C)C(Cc1ccccc1)C(=O)[O-] (configuration not stated) | 0.0 | -1.0 | -3 | -1 | -1.0 | 1 | -1.2 | -1.3 | 1
Cc1cccc(C)c1NC(=O)COC(=O)c1nonc1N | -0.1 | -1.8 | 0 | -12 | -4.2 | 8 | 1.1 | -0.3 | 5
Cc1nc2c(OCc3ccc(Cl)cc3)cccn2c1N(C)C(=O)CCC1CCCC1 | 0.3 | . | -3 | -6 | 0.9 | -2 | . | -3.7 | -3

Other compounds.
SMILES | BoNT-A LC inh2 | Mtb UGM inh | BoNT-F LC inh | Anthrax LF prot | BioA inh | GDH-TPI inh | PfHsp40 rescue | FadD28 binding | Mtb FBA inh
CCN1CCN(C(=S)Nc2ccc(Cl)cc2)CC1 | -1.5 | 1.7 | -26 | -5 | 1.2 | 8 | -0.5 | -8.2 | -9
CC(=O)c1ccc(S(=O)(=O)N(C)CC(=O)N2CCCCCC2)cc1 | -0.1 | -1.1 | 1 | -10 | 3.2 | 3 | 0.2 | -1.3 | 0
COc1ccc(CN2CCC[C@]3(N[C@H](c4ccc(OC)cc4)[C@@H]4C(=O)N(C)C(=O)[C@@H]43)C2=O)cc1 | -0.3 | . | -8 | 0 | -1.1 | 4 | . | 1.4 | 2
O=c1[nH]c(Nc2ccccn2)cc2ccccc12 | 0.2 | -0.8 | 6 | 4 | -0.2 | 6 | 1.2 | -2.3 | 132*
CCn1ncc(Br)c1C(=O)Nc1cccc(F)c1 | -0.5 | 3.5 | -8 | -1 | . | 1 | 0.5 | -4.4 | -2
CC(C)CC(NC(=O)c1ccco1)C(=O)Nc1ccc2c(c1)OCCO2 (configuration not stated) | -1.4 | -0.9 | -12 | -8 | 0.8 | 8 | -0.6 | -0.2 | 2
COc1ccccc1-n1nnnc1S(=O)(=O)Cc1ccc(Cl)cc1 | 0.6 | . | 16 | 4 | -1.7 | -7 | -0.1 | -5.2 | 1
CCN(CC)C(=O)OCc1c(-c2ccccc2)ncc2ccccc12 | -0.4 | 0.8 | 4 | -7 | 0.1 | 5 | 5.2 | -1.9 | 0
COc1ccc(N(CC(=O)N2CCN(Cc3ccccc3)CC2)S(C)(=O)=O)cc1Cl | 0.3 | 3.0 | -12 | -8 | 0.6 | 8 | 0.4 | -1.8 | 4
CC1CCCC(C(=O)O)N1C(=O)CCSSCCC(=O)N1C(C)CCCC1C(=O)O (configuration not stated) | -0.5 | 5.4 | 8 | 6 | 1.4 | -6 | 0.6 | -4.6 | 3
COc1ccccc1CNS(=O)(=O)c1ccc2c(c1)N(C(C)=O)CC(C)S2 (configuration not stated) | -0.2 | 4.1 | -6 | 1 | 1.4 | -6 | -0.9 | -2.5 | 3
O=C(Cn1cnc([N+](=O)[O-])n1)N/N=C/c1ccc(O)cc1O | -0.8 | 0.1 | 3 | -6 | . | 7 | -1.0 | -1.2 | -6
Cc1ccc(-c2cc(C(=O)Nc3ccc(S(=O)(=O)Nc4onc(C)c4C)cc3)[nH]n2)c(O)c1 | -0.8 | 0.8 | 0 | -6 | 3.1 | -1 | -1.3 | 14* | -2
COc1ccc(Br)cc1S(=O)(=O)Nc1cccc(C)n1 | -0.4 | -2.8 | -1 | -4 | . | 1 | -2.0 | -2.4 | 5

Complete entries, quoted from the list.
Shown for `O=C(Cn1cnc([N+](=O)[O-])n1)N/N=C/c1ccc(O)cc1O` : BoNT-A LC inh2: -0.8; Mtb UGM inh: 0.1; BoNT-F LC inh: 3; Anthrax LF prot: -6; BioA inh: .; GDH-TPI inh: 7; PfHsp40 rescue: -1.0; FadD28 binding: -1.2; Mtb FBA inh: -6
Shown for `COc1ccccc1CNS(=O)(=O)c1ccc2c(c1)N(C(C)=O)CC(C)S2` (configuration not stated) : BoNT-A LC inh2: -0.2; Mtb UGM inh: 4.1; BoNT-F LC inh: -6; Anthrax LF prot: 1; BioA inh: 1.4; GDH-TPI inh: -6; PfHsp40 rescue: -0.9; FadD28 binding: -2.5; Mtb FBA inh: 3
